PLAP act = human PLAP activation | hit rate 1.2% among 96,000 | purified PLAP enzyme, luminescent substrate read-out; stronger effect = higher value | activation fold at 20 µM; in the data active = activation fold above about 2
Target sequence (P05187 whole entry, looked up): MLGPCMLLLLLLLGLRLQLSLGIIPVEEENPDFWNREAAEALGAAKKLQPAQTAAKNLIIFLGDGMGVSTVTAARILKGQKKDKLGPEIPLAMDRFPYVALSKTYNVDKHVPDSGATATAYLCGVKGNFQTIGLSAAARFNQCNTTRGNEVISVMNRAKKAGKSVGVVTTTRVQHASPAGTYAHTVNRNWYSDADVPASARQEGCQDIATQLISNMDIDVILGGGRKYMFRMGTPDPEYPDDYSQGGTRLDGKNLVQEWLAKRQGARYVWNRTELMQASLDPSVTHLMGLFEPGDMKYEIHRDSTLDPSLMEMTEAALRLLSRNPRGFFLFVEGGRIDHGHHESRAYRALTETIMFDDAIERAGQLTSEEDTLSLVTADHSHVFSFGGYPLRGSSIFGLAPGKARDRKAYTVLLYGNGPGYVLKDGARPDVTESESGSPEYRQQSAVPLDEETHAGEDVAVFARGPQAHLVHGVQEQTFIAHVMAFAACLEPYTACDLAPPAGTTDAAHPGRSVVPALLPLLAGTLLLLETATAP
sEH activator = increases human soluble epoxide hydrolase activity; P34913; purified human sEH enzymatic activity, activator screen; activation, % at 2 µM; hit rate 0.04% among 91,000; in the data active = activation above about 37%; also: values of inactives mirror those of a sister screen read the other way
Target sequence (P34913 whole entry, looked up): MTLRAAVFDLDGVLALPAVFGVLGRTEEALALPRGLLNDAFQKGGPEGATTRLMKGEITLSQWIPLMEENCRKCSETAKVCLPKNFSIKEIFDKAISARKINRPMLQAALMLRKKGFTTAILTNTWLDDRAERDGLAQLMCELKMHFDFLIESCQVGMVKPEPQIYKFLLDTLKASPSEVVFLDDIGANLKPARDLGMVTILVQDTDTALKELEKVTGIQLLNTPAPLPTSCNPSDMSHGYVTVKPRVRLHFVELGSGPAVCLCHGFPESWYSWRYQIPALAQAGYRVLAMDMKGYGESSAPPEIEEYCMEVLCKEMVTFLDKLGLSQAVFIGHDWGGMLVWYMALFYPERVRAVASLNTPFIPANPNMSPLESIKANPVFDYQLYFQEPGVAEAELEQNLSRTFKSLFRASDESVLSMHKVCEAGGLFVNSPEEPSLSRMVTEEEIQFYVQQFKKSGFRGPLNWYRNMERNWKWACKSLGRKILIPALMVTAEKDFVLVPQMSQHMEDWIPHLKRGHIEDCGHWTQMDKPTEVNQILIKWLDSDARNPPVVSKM
S1P2 ag = S1P2 (human) receptor agonism; O95136; S1P2-expressing cell line, agonist reporter read-out; activation, % at 4.5 µM; hit rate 0.46% among 97,000; AID 729; in the data active = activation above about 16%;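 also: 0% = vehicle low control and 100% = maximal reference agonist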
PostGolgi ctrl = yeast control strain growth, post-Golgi counter-screen; efflux-deficient yeast background strain, growth absorbance A615, 16 h; inhibition, % at 10 µM; hit rate 5% among 98,000
Ecoli WT expand = blocks growth of wild type E. coli BW25113 | hit rate 0.15% among 98,000 | OD600 absorbance | growth inhibition, % at 100 µM;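 active = growth inhibition above about 50% at one test dose, limit read from the data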;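 also: growth measured after 20 h incubation at 37 °C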
sEH inh = inhibitors of human soluble epoxide hydrolase; P34913; recombinant human sEH enzymatic activity assay; inhibition, % at 2 µM; hit rate 0.34% among 91,000; AID 707; in the data active = inhibition above about 80%; also: values of inactives mirror those of a sister screen read the other way; many of its hits are not listed in these tables
S1P2 blocker = antagonists of human S1P2 receptor. cell-based S1P2 antagonist assay, inhibition at 5 uM. inhibition, % at 5 µM. hit rate 0.21% among 97,000. AID 736; in the data active = inhibition above about 45%;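 also: CRE beta-lactamase reporter cells expressing human S1P2 stimulated with S1P; 0% = agonist at EC80 alone and 100% = agonist plus reference antagonist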
Mac1 fbg inh = inhibitors of human CD11b/CD18 binding to fibrinogen. K562 CD11b/CD18 adhesion to fibrinogen, ATPlite luminescence; Mn2+ added to activate the integrin. inhibition, % at 10 µM. hit rate 0.54% among 93,000. AID 1497;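 active = primary inhibition of 50% or more at 10 µM, then 40% or more on retest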; also: some results filed as inactive read as strong as hits
PostGolgi yeast = growth inhibition of a yeast mutant, post-Golgi transport screen. hit rate 0.9% among 98,000. inhibition, % at 10 µM. AID 739. post-Golgi transport phenotypic cell assay;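 also: yeast cells grown in 1536-well plates; yeast grown about 18 h at 30C before absorbance read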
Starred values were filed as active, the others as inactive. Rule as the data show it, unless noted: active = inhibition above about 30%; inactive = the rest.

How did COc1cc(OC)c(S(=O)(=O)NCc2ccco2)cc1S(=O)(=O)NCc1ccco1 do in these assays?
PLAP act: 1; sEH activator: -4; S1P2 ag: -2; PostGolgi ctrl: -10; Ecoli WT expand: 7; sEH inh: 9; S1P2 blocker: -1; Mac1 fbg inh: 49; PostGolgi yeast: -2

What do the screens show for `COc1ccc2c(Cl)c(C(=O)NCCCn3ccnc3)sc2c1`?
PLAP act: 0.9; sEH activator: -3; S1P2 ag: 1; PostGolgi ctrl: 27; Ecoli WT expand: -6; sEH inh: 3; S1P2 blocker: -13; Mac1 fbg inh: 5; PostGolgi yeast: 0

What do the screens show for `Cn1c(C(=O)OCC(=O)NCc2ccco2)cc2sccc21`?
PLAP act: 1.3; sEH activator: -5; S1P2 ag: -2; PostGolgi ctrl: 0; Ecoli WT expand: -4; sEH inh: 2; S1P2 blocker: -2; Mac1 fbg inh: -6; PostGolgi yeast: 7

How did O=C(CN1C(=O)c2ccccc2C1=O)Nc1ccccc1C(=O)NC1CCCCCC1 do in these assays?
sEH activator: -6; S1P2 ag: -1; sEH inh: 10; S1P2 blocker: -26

How did Cc1ccc(CNC(=O)c2ccc(Cn3nc(C)c(Cl)c3C)o2)cc1 do in these assays?
PLAP act: 1.4; sEH activator: -26; S1P2 ag: -2; PostGolgi ctrl: 100*; Ecoli WT expand: 0; sEH inh: 29; S1P2 blocker: -9; Mac1 fbg inh: -16; PostGolgi yeast: 104*

What do the screens show for `Cc1ccc(C(=O)NC(=S)Nc2cc(-c3nc4ccccc4s3)ccc2C)cc1`?
PLAP act: 0.9; sEH activator: -2; S1P2 ag: 0; PostGolgi ctrl: 4; Ecoli WT expand: 0; sEH inh: 0; S1P2 blocker: -2; PostGolgi yeast: 3

What do the screens show for `CN(C)C(=O)c1c(NC(=O)c2ccco2)sc2c1CCCCC2`?
sEH activator: 2; S1P2 ag: -2; sEH inh: 0; S1P2 blocker: 1

What do the screens show for `CCc1nc(SCc2ccc(F)cc2)[nH]c(=O)c1C#N`?
sEH activator: -6; S1P2 ag: -8; sEH inh: 5; S1P2 blocker: -13

Results for COc1ccc(CSc2nc(N3CCOCC3)c3c(c2C#N)CC(C)(C)OC3)cc1 ?
sEH activator: -2; S1P2 ag: -5; PostGolgi ctrl: 24; Ecoli WT expand: -30; sEH inh: 7; S1P2 blocker: -26; PostGolgi yeast: -1

Results for CC1CCN(C(=O)c2cc(F)c(F)cc2Cl)CC1 ?
sEH activator: 0; S1P2 ag: -7; sEH inh: 2; S1P2 blocker: 4

Results for COc1ccc2c(c1)cc1n2CCN=C1NN ?
PLAP act: 1; sEH activator: -2; S1P2 ag: -3; PostGolgi ctrl: -6; Ecoli WT expand: 8; sEH inh: 3; S1P2 blocker: -18; Mac1 fbg inh: -20; PostGolgi yeast: 9

What do the screens show for `CCNC(=O)NC(=O)COC(=O)CNC(=O)COc1ccccc1`?
PLAP act: 0.7; PostGolgi ctrl: -6; Ecoli WT expand: 3; Mac1 fbg inh: 1; PostGolgi yeast: 0

How did Cc1ccc(C)c(NC(=S)NNC(=O)c2ccco2)c1 do in these assays?
PLAP act: 2.5*; sEH activator: 0; S1P2 ag: -9; PostGolgi ctrl: 19; Ecoli WT expand: -6; sEH inh: 2; S1P2 blocker: 3; Mac1 fbg inh: 7; PostGolgi yeast: 1

Results for COc1cc2c(cc1NC(=O)c1cc(-c3ccncc3)nc3ccc(C)cc13)oc1ccccc12 ?
PLAP act: 1.3; sEH activator: 1; S1P2 ag: -5; PostGolgi ctrl: 2; Ecoli WT expand: -4; sEH inh: -3; S1P2 blocker: -2; Mac1 fbg inh: -46; PostGolgi yeast: 4

How did Cn1c(=O)oc2cc(S(=O)(=O)NCCC(=O)NCCc3ccccc3)ccc21 do in these assays?
PLAP act: 1.1; PostGolgi ctrl: -1; Ecoli WT expand: 6; Mac1 fbg inh: -26; PostGolgi yeast: 10

What do the screens show for `Cc1c(Cl)cccc1NC(=S)NN1CCOCC1`?
PLAP act: 1; sEH activator: -3; S1P2 ag: -4; PostGolgi ctrl: 7; Ecoli WT expand: 6; sEH inh: 3; S1P2 blocker: 9; Mac1 fbg inh: -6; PostGolgi yeast: 2

Results for O=C(NCc1ccco1)C1CCN(c2ccc(N3CCOCC3)nn2)CC1 ?
sEH activator: -2; S1P2 ag: -1; PostGolgi ctrl: -2; Ecoli WT expand: -15; sEH inh: 2; S1P2 blocker: 13; PostGolgi yeast: 1

Results for CCOC(=O)c1cnn(-c2cc(Oc3ccccc3)ncn2)c1N ?
PLAP act: 1; sEH activator: 14; S1P2 ag: -4; PostGolgi ctrl: 5; Ecoli WT expand: 0; sEH inh: -12; S1P2 blocker: 10; Mac1 fbg inh: 52*; PostGolgi yeast: -2

What do the screens show for `Cc1nn(Cc2cccc(F)c2)c(C)c1NC(=O)c1ccc(COc2ccccc2Cl)cc1`?
PLAP act: 2*; sEH activator: 4; S1P2 ag: -6; PostGolgi ctrl: 25; Ecoli WT expand: -12; sEH inh: -2; S1P2 blocker: 10; Mac1 fbg inh: 0; PostGolgi yeast: -16

Results for O=C(COC(=O)c1ccccc1F)c1ccc(-n2nncc2-c2ccco2)cc1 ?
PLAP act: 0.9; sEH activator: 2; S1P2 ag: 0; PostGolgi ctrl: 6; Ecoli WT expand: -4; sEH inh: -4; S1P2 blocker: -2; Mac1 fbg inh: -7; PostGolgi yeast: 0

What do the screens show for `COc1ccccc1N1CCN(C(=O)C2c3ccccc3Oc3ccccc32)CC1`?
PLAP act: 1.8; S1P2 ag: -3; PostGolgi ctrl: 42*; Ecoli WT expand: -2; S1P2 blocker: 6; Mac1 fbg inh: 72; PostGolgi yeast: 17

How did COc1ccc(OC)c(-c2cc(C(=O)NCCCn3ccnc3)no2)c1 do in these assays?
PLAP act: 1.1; S1P2 ag: -2; PostGolgi ctrl: -2; Ecoli WT expand: 0; S1P2 blocker: -9; Mac1 fbg inh: 5; PostGolgi yeast: -4

Results for COCCN(C(=O)CN1CCCc2ccccc21)c1c(N)n(Cc2ccccc2)c(=O)[nH]c1=O ?
PLAP act: 1.3; sEH activator: -8; S1P2 ag: -1; PostGolgi ctrl: 21; Ecoli WT expand: 2; sEH inh: 12; S1P2 blocker: -3; Mac1 fbg inh: 0; PostGolgi yeast: 8

Results for CCOc1ccc2c(c1)C(c1ccccc1)=NNC(c1ccccc1)=N2 ?
sEH activator: -7; S1P2 ag: -3; sEH inh: 7; S1P2 blocker: 5

How did Cc1nn(-c2ccccc2)cc1/C=N/O do in these assays?
PLAP act: 0.8; sEH activator: -4; S1P2 ag: -5; PostGolgi ctrl: 1; Ecoli WT expand: -2; sEH inh: 2; S1P2 blocker: 10; Mac1 fbg inh: -11; PostGolgi yeast: 4

What do the screens show for `COC(=O)C1C(C(C)C)N(c2ccccc2)OC1(C)O` (stereo not drawn)?
PLAP act: 1.2; PostGolgi ctrl: 2; Ecoli WT expand: 2; Mac1 fbg inh: -6; PostGolgi yeast: -1

How did COCCn1c(COc2cccc(OC)c2)nnc1SCC(=O)N1CCOCC1 do in these assays?
PLAP act: 1; sEH activator: -2; S1P2 ag: -3; PostGolgi ctrl: -10; Ecoli WT expand: 8; sEH inh: 2; S1P2 blocker: 23; Mac1 fbg inh: 3; PostGolgi yeast: 13

How did CCOC(=O)CN(C(=O)CNC(=O)c1ccco1)C(C(=O)NC1CCCC1)c1ccccc1OCC (stereo not drawn) do in these assays?
PLAP act: 1.3; sEH activator: -6; S1P2 ag: -3; PostGolgi ctrl: 0; Ecoli WT expand: 3; sEH inh: 7; S1P2 blocker: 15; Mac1 fbg inh: 15; PostGolgi yeast: 21

What do the screens show for `COC(=O)C(O)(NC(=O)NC(C)=O)C(F)(F)F` (stereo not drawn)?
PLAP act: 0.9; sEH activator: 0; S1P2 ag: -2; PostGolgi ctrl: 23; Ecoli WT expand: 3; sEH inh: 0; S1P2 blocker: 31; Mac1 fbg inh: 8; PostGolgi yeast: 1

What do the screens show for `O=C(CCN1C(=O)C2C3C=CC(C3)C2C1=O)N1CCN(c2ccccc2F)CC1` (stereo not drawn)?
PLAP act: 1; PostGolgi ctrl: -5; Ecoli WT expand: -15; Mac1 fbg inh: -23; PostGolgi yeast: -3

3 compounds picked at random from the list so far:
What do the screens show for `O=C(CCN1C(=O)C2C3C=CC(C3)C2C1=O)N1CCN(c2ccccc2F)CC1` (stereo not drawn)?
PLAP act: 1; PostGolgi ctrl: -5; Ecoli WT expand: -15; Mac1 fbg inh: -23; PostGolgi yeast: -3

What do the screens show for `COc1ccccc1N1CCN(C(=O)C2c3ccccc3Oc3ccccc32)CC1`?
PLAP act: 1.8; S1P2 ag: -3; PostGolgi ctrl: 42*; Ecoli WT expand: -2; S1P2 blocker: 6; Mac1 fbg inh: 72; PostGolgi yeast: 17

How did COc1ccc(OC)c(-c2cc(C(=O)NCCCn3ccnc3)no2)c1 do in these assays?
PLAP act: 1.1; S1P2 ag: -2; PostGolgi ctrl: -2; Ecoli WT expand: 0; S1P2 blocker: -9; Mac1 fbg inh: 5; PostGolgi yeast: -4

Next compounds
How did Cc1cc(=O)oc(C)c1C(=O)NC1CC(C)(C)NC(C)(C)C1 do in these assays?
sEH activator: -4; S1P2 ag: -4; sEH inh: 5; S1P2 blocker: -7

What do the screens show for `CCOC(=O)c1c(NC(=O)CN(C)C)sc(C(=O)N(CC)CC)c1C`?
PLAP act: 1.3; sEH activator: -1; S1P2 ag: -7; PostGolgi ctrl: -1; Ecoli WT expand: 8; sEH inh: 4; S1P2 blocker: -18; PostGolgi yeast: 1

Results for c1ccc(Cn2nnc3cnccc32)cc1 ?
PLAP act: 0.9; PostGolgi ctrl: -1; Ecoli WT expand: 21; Mac1 fbg inh: 3; PostGolgi yeast: 5

What do the screens show for `Cc1ccc(S(=O)(=O)N(C)c2ccc(OCC(=O)OCc3c(C)noc3C)cc2)cc1`?
PLAP act: 1.5; sEH activator: -2; S1P2 ag: -5; PostGolgi ctrl: 7; Ecoli WT expand: -13; sEH inh: 0; S1P2 blocker: 2; Mac1 fbg inh: 0; PostGolgi yeast: 5

How did O=c1cc(CSc2ccccn2)nc(N2CCN(c3ccccc3)CC2)[nH]1 do in these assays?
PLAP act: 1.1; PostGolgi ctrl: 9; Ecoli WT expand: -3; Mac1 fbg inh: 0; PostGolgi yeast: -5

How did COCCNS(=O)(=O)c1ccc(OCC(=O)OC)c(Cl)c1 do in these assays?
PLAP act: 0.9; sEH activator: 15; S1P2 ag: -2; PostGolgi ctrl: 4; Ecoli WT expand: -2; sEH inh: -12; S1P2 blocker: -9; Mac1 fbg inh: 4; PostGolgi yeast: 4

What do the screens show for `COC(=O)CCN(C(=O)C1C2CC3CC(C2)CC1C3)c1ccccn1` (stereo not drawn)?
PLAP act: 1.2; PostGolgi ctrl: 11; Ecoli WT expand: -1; Mac1 fbg inh: -9; PostGolgi yeast: -4

Results for CCOc1cc2[nH]c(=O)n(CCC(=O)NCCc3ccccc3)c(=O)c2cc1OCC ?
PLAP act: 1; sEH activator: 12; S1P2 ag: 3; PostGolgi ctrl: 21; Ecoli WT expand: -8; sEH inh: -14; S1P2 blocker: -2; Mac1 fbg inh: -9; PostGolgi yeast: 8

How did COc1ccccc1-n1nc(C(=O)O)c2ccccc2c1=O do in these assays?
PLAP act: 0.8; PostGolgi ctrl: 8; Ecoli WT expand: 2; Mac1 fbg inh: -16; PostGolgi yeast: 4

How did Cc1cc(NC(=O)CSc2ccc3nnc(-c4ccccc4)n3n2)no1 do in these assays?
PLAP act: 0.8; sEH activator: -6; S1P2 ag: -5; PostGolgi ctrl: -4; Ecoli WT expand: -1; sEH inh: 6; S1P2 blocker: -19; Mac1 fbg inh: -18; PostGolgi yeast: 0

What do the screens show for `COc1cc(C(Nc2ccccn2)c2ccc3ccc(C)nc3c2O)cc(OC)c1O` (stereo not drawn)?
PLAP act: 2*; S1P2 ag: -7; PostGolgi ctrl: 0; Ecoli WT expand: 3; S1P2 blocker: 25; Mac1 fbg inh: 24; PostGolgi yeast: 3

Results for Nn1c(SCC(=O)Nc2ccc(F)cc2F)nnc1C1CCCCC1 ?
PLAP act: 1; sEH activator: 7; S1P2 ag: -4; PostGolgi ctrl: -1; Ecoli WT expand: 5; sEH inh: -7; S1P2 blocker: 0; Mac1 fbg inh: 24; PostGolgi yeast: 11

Results for COc1ccc(NC(=O)CNS(=O)(=O)c2cccc3nonc23)c(OC)c1 ?
PLAP act: 0.9; PostGolgi ctrl: 3; Ecoli WT expand: 17; Mac1 fbg inh: -20; PostGolgi yeast: 1

Bioassay records deposited in PubChem by several laboratories.
